STEP block – blocks human striatal-enriched tyrosine phosphatase. P54829. actives 0.25% (n = 360,000). recombinant STEP, OMFP fluorogenic substrate, fluorescence. inhibition, % at 20 µM;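 active = inhibition at 20 µM, scaled per plate between control wells, above about 37%, limit read from the data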;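 note: 0% = DMSO with enzyme and substrate and 100% = substrate only without enzyme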
Target sequence (P54829 whole entry, looked up): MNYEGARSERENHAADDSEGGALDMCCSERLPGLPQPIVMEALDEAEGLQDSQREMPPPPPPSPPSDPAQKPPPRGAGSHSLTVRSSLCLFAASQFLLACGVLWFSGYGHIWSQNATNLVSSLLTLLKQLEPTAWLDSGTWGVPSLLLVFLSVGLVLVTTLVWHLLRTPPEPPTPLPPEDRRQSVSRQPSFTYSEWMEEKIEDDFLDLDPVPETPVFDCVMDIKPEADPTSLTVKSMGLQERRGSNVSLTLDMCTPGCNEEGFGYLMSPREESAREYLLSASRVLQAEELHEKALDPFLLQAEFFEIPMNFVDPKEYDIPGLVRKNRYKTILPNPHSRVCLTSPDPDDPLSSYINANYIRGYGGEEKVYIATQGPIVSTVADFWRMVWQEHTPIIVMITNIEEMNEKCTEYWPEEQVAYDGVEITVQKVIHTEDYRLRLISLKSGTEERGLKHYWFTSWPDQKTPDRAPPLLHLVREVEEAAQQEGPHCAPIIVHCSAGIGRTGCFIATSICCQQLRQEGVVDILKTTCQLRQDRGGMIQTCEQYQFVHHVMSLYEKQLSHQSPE
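Material: STEP (striatal-enriched tyrosine phosphatase) enzyme, cell-free; Compound dosing: 20 µM single dose in 1% DMSO; Technique: fluorescence read at 480 nm ex / 540 nm em; Times: reaction 20 min, ambient temperature; Medium: 50 mM Bis-Tris pH 6.0 with 2.5 mM DTT and 0.005% Tween 20; Also added: OMFP at 25 µM.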
Scp1 inh – inhibitors of human Scp-1 phosphatase; Recombinant Scp1, phosphopeptide, malachite green phosphate absorbance; actives 0.88% (n = 340,000); inhibition, % at 20 µM; Q9GZU7;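 active = inhibition above about 50% at 20 µM, limit read from the data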;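 note: plate controls were DMSO wells with enzyme for no effect and wells lacking enzyme for full effect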
Target sequence (Q9GZU7 76-261 limits assumed): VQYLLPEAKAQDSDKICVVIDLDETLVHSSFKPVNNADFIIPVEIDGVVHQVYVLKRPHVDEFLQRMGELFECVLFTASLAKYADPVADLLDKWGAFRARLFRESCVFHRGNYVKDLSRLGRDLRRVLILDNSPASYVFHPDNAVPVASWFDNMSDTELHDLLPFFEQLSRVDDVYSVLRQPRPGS
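Test system – truncated SCP-1 phosphatase (76-261aa) · Reagent – Phosphorylated 17-residue peptide substrate · Incubation – 45 min room-temperature reaction, 5 min colour, 30 min stabiliser · Detection – colorimetric phosphate reagent with accelerator and stabiliser, absorbance at 630 nm · Measure – % inhibition at 20 µM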
MsrA inh – bovine MsrA inhibition | purified bovine MsrA, absorbance read-out | inhibition, % at 15.5 µM | actives 0.75% (n = 360,000); in the data active = inhibition above about 4.5%;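 note: 0% = vehicle wells with enzyme and 100% = reference inhibitor wells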
SUMO1 PPI mod – SUMO1-SIM interaction modulation | actives 0.33% (n = 360,000) | SUMO1 binding to a labelled peptide, TR-FRET, 1 h | P63165 | inhibition, % at 20 µM | AID 602429; in the data active = inhibition above about 37%
Target sequence (P63165 whole entry, looked up): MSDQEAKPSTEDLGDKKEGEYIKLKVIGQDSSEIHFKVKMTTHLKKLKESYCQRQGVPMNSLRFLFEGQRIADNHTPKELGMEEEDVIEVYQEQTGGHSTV
NadD block – NadD (S. aureus) enzyme inhibition. AID 602399. purified NadD enzyme, colorimetric absorbance read-out. inhibition, % at 20 µM. actives 0.78% (n = 360,000); in the data active = inhibition above about 26%; note: some compounds past the cut are filed as inactive
Rpn11 block – blocks the human proteasome subunit Rpn11. O00487. human 26S proteasome, Ub4-pepOG fluorescence polarization; 20S core pre-blocked with epoxomicin. calls only at 20 µM. actives 0.59% (n = 360,000). AID 588493;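 active = inhibition at 20 µM, scaled to each plate's controls, above about 33%, limit read from the data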
DNMT1 inh – blocks human DNA methyltransferase DNMT1. inhibition (reported as % activation of signal), % at 10 µM. DNMT1 molecular beacon, Hinp1I cleavage, fluorescence. AID 588458. P26358. actives 0.83% (n = 360,000); in the data active = inhibition above about 50%
LMPTP block – blocks human LMPTP phosphatase; actives 0.22% (n = 360,000); recombinant LMPTP-A, OMFP fluorogenic substrate, fluorescence intensity; inhibition, % at 20 µM; P24666;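 active = compounds that cut the enzyme signal by at least half of the control window in the single-dose screen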;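 note: plate controls were DMSO wells with enzyme plus substrate for no effect and substrate without enzyme for full effect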
Target sequence (P24666 whole entry, looked up): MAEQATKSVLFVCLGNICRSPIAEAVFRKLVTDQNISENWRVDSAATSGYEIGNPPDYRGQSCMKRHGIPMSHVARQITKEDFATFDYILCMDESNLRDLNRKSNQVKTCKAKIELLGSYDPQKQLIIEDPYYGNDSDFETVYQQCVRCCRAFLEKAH
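material = LMPTP-A | quantity = 0.625 nM enzyme | reagent = OMFP substrate, 400 µM final | buffer or medium = Bis-Tris pH 6.0, DTT, detergent | detection = endpoint fluorescence intensity from OMFP dephosphorylation | dosing = single 20 µM dose | read-out basis = % inhibition relative to no-enzyme and uninhibited control wells | control set = no-enzyme and uninhibited controls | timing = 50 min at room temperature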
CSN inh – inhibitors of human CSN-mediated cullin deneddylation. Purified CSN, SCF-Nedd8-OG deneddylation, fluorescence polarization. inhibition, % at 12.5 µM. actives 0.38% (n = 360,000). AID 651999;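 active = pattern-corrected inhibition above about 35%, with an unprinted fluorescence ratio check between 0.5 and 1.5, limit read from the data, passing the limit was not always enough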;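 note: 0% = enzyme with substrate and 100% = substrate without enzyme; some results filed as inactive read as strong as hits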
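Material: human Csn5 produced in HEK293T cells; Input: enzyme 0.24 nM; Reagent: SCFSkp2-Nedd8OG substrate at 10 nM final; Dosing: 12.5 µM compound; Incubation: 90 min reaction at room temperature; Detection: fluorescence polarization of the substrate; Evaluation: % inhibition of substrate cleavage by Csn5; Control set: substrate-only high control, full reaction low control.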
Tb MetRS inh – Trypanosoma brucei MetRS inhibition; purified T. brucei MetRS, ATP depletion, Kinase-Glo luminescence; inhibition, % at 11.9 µM; actives 0.4% (n = 360,000);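 active = inhibition above a per-plate cutoff of the control wells' mean inhibition plus 3 SD, cut at about 5.5% in these data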;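 note: 0% = DMSO wells median and 100% = median of wells with control inhibitor compound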
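Dosing: 11.9 µM compound single dose, 0.9% DMSO; Assay system: purified T. brucei MetRS enzyme; Measured by: Kinase-Glo luciferase luminescence reporting remaining unconsumed ATP; Schedule: 15 min plus 2 h at 25 °C.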
An asterisk follows results filed as active. Random draw from the library; about 3.9% have a hit in one of these screens.

Cc1ccc(OCc2nnc(SCCN3CCOCC3)n2C)cc1 was read as STEP block 2, Scp1 inh -7, MsrA inh -0.4, SUMO1 PPI mod 1, NadD block -1, Rpn11 block inactive, DNMT1 inh 4, LMPTP block 0.6, CSN inh 0 and Tb MetRS inh -0.8.
For CC1CN(C(=O)CCNC(=O)c2ccc(Cl)cc2)CC(C)O1 (configuration not stated) the results were STEP block -2, Scp1 inh -2, MsrA inh -0.4, SUMO1 PPI mod -2, NadD block 1, Rpn11 block inactive, DNMT1 inh 0, LMPTP block -1.8, CSN inh 1 and Tb MetRS inh -0.2.
O=C(NC1CCCC1)c1ccc(CS(=O)Cc2ccccc2Cl)o1 (configuration not stated) was read as STEP block -2, Scp1 inh -3, MsrA inh 0.2, SUMO1 PPI mod 1, NadD block 1, Rpn11 block inactive, DNMT1 inh 0, LMPTP block 0.3, CSN inh 6 and Tb MetRS inh -0.3.
`COc1ccc2ccc(O)c(CN3CCN(S(=O)(=O)c4cccc(C(F)(F)F)c4)CC3)c2c1` gave STEP block 0, Scp1 inh -1, MsrA inh 0.0, SUMO1 PPI mod -4, NadD block 7, Rpn11 block inactive, DNMT1 inh -3, LMPTP block 3.4, CSN inh 2 and Tb MetRS inh -0.1.
COc1ccc(OC)c(NC(=O)CSc2nnc(Cn3c(=O)sc4ccccc43)n2C)c1 was read as STEP block -1, Scp1 inh -4, MsrA inh 0.1, SUMO1 PPI mod 2, NadD block -2, Rpn11 block inactive, DNMT1 inh -1, LMPTP block 0.0, CSN inh 4 and Tb MetRS inh 0.3.
Screening CCOC(=O)C1CCN(C(=O)COC(=O)CNS(=O)(=O)c2ccc(SC)c([N+](=O)[O-])c2)CC1 returned STEP block 1, Scp1 inh -4, MsrA inh 0.2, SUMO1 PPI mod -27, NadD block -3, Rpn11 block inactive, DNMT1 inh 8, LMPTP block -0.6, CSN inh 11 and Tb MetRS inh -0.5.
`O=C(Nc1nccs1)C1Cc2ccccc2CN1S(=O)(=O)c1ccc(F)cc1` (configuration not stated) gave STEP block 2, Scp1 inh -20, MsrA inh -0.1, SUMO1 PPI mod -4, NadD block -1, Rpn11 block inactive, DNMT1 inh -3, LMPTP block -0.5, CSN inh 1 and Tb MetRS inh -0.7.
CCOC(=O)/C(C(N)=NCCO)=C(/O)c1ccccc1 was read as STEP block -3, Scp1 inh -2, MsrA inh -0.1, SUMO1 PPI mod 1, NadD block 3, Rpn11 block inactive, DNMT1 inh -1, LMPTP block -1.9, CSN inh -7 and Tb MetRS inh -1.4.
`CCCOc1ccc(/C=C/C(=O)Nc2ccc([N+](=O)[O-])cc2C)cc1OC` gave STEP block 0, Scp1 inh -7, MsrA inh -0.2, SUMO1 PPI mod -5, NadD block 0, Rpn11 block inactive, DNMT1 inh -1, LMPTP block -0.6, CSN inh 1 and Tb MetRS inh -0.4.
COc1ccc(N(C(=O)c2snc(C(N)=O)c2N)C(C(=O)NC2CCCC2)c2ccco2)cc1 (configuration not stated) was read as STEP block 0, Scp1 inh -8, MsrA inh 1.7, SUMO1 PPI mod -14, NadD block 4, Rpn11 block inactive, DNMT1 inh -1, LMPTP block 0.0, CSN inh -2 and Tb MetRS inh -0.6.
For Cc1cccc(N/N=C2/COC(C)(C)CC2=O)c1 the results were STEP block 0, Scp1 inh -3, MsrA inh 1.4, SUMO1 PPI mod -12, NadD block 5, Rpn11 block inactive, DNMT1 inh 2, LMPTP block -0.6, CSN inh -1 and Tb MetRS inh 0.3.
Cc1ccc(NC(=O)Nc2ccc(F)cc2)cc1Cl was read as STEP block -1, Scp1 inh -1, MsrA inh 1.3, SUMO1 PPI mod 0, NadD block -2, Rpn11 block inactive, DNMT1 inh 2, LMPTP block 0.2, CSN inh 0 and Tb MetRS inh 0.2.
NC(=O)c1c(NC(=O)CN2CCCC2)sc2c1CCCC2 was read as STEP block 4, Scp1 inh -9, MsrA inh 1.1, SUMO1 PPI mod -1, NadD block 1, Rpn11 block inactive, DNMT1 inh -4, LMPTP block -2.3, CSN inh 0 and Tb MetRS inh 0.2.
For Cc1cc(C)c(S(=O)(=O)NCc2ccc3c(c2)OCO3)cc1C the results were STEP block 2, Scp1 inh -6, MsrA inh -0.1, SUMO1 PPI mod 4, NadD block -5, Rpn11 block inactive, DNMT1 inh 1, LMPTP block 0.3, CSN inh 5 and Tb MetRS inh -0.2.
Screening COc1ccc(/C=C/C(=O)NCCCN2CCCC2)cc1 returned STEP block 2, Scp1 inh -7, MsrA inh 0.8, SUMO1 PPI mod -26, NadD block -2, Rpn11 block inactive, DNMT1 inh -2, LMPTP block -1.3, CSN inh 5 and Tb MetRS inh 0.2.

Already shown: 4 of the compounds above.
Cc1ccc(NC(=O)Nc2ccc(F)cc2)cc1Cl was read as STEP block -1, Scp1 inh -1, MsrA inh 1.3, SUMO1 PPI mod 0, NadD block -2, Rpn11 block inactive, DNMT1 inh 2, LMPTP block 0.2, CSN inh 0 and Tb MetRS inh 0.2.
NC(=O)c1c(NC(=O)CN2CCCC2)sc2c1CCCC2 was read as STEP block 4, Scp1 inh -9, MsrA inh 1.1, SUMO1 PPI mod -1, NadD block 1, Rpn11 block inactive, DNMT1 inh -4, LMPTP block -2.3, CSN inh 0 and Tb MetRS inh 0.2.
For Cc1cc(C)c(S(=O)(=O)NCc2ccc3c(c2)OCO3)cc1C the results were STEP block 2, Scp1 inh -6, MsrA inh -0.1, SUMO1 PPI mod 4, NadD block -5, Rpn11 block inactive, DNMT1 inh 1, LMPTP block 0.3, CSN inh 5 and Tb MetRS inh -0.2.
Screening COc1ccc(/C=C/C(=O)NCCCN2CCCC2)cc1 returned STEP block 2, Scp1 inh -7, MsrA inh 0.8, SUMO1 PPI mod -26, NadD block -2, Rpn11 block inactive, DNMT1 inh -2, LMPTP block -1.3, CSN inh 5 and Tb MetRS inh 0.2.

(next part)
`FC(F)c1nnc2c(Cl)cc(C(F)(F)F)cn12` gave STEP block -3, Scp1 inh -6, MsrA inh -0.5, SUMO1 PPI mod -3, NadD block -8, Rpn11 block inactive, DNMT1 inh 2, LMPTP block -0.1, CSN inh 0 and Tb MetRS inh -0.8.
Screening COc1ccc(-c2noc(CN(C)C(=O)Nc3ccccc3)n2)cc1 returned STEP block -2, Scp1 inh -4, MsrA inh -1.1, SUMO1 PPI mod 2, NadD block -1, Rpn11 block inactive, DNMT1 inh 5, LMPTP block -1.1, CSN inh -5 and Tb MetRS inh -0.7.
`CC(=O)Nc1ccc(Nc2nc(Cl)nc(Nc3ccc(NC(C)=O)cc3)n2)cc1` gave STEP block 1, Scp1 inh -5, MsrA inh 2.1, SUMO1 PPI mod 11, NadD block -6, Rpn11 block inactive, DNMT1 inh -8, LMPTP block 0.2, CSN inh -2 and Tb MetRS inh -1.1.
Screening O=C(O)/C=C/C(=O)Nc1ccccc1SC(F)(F)F returned STEP block -1, Scp1 inh -8, MsrA inh 0.9, SUMO1 PPI mod 1, NadD block 0, Rpn11 block inactive, DNMT1 inh 1, LMPTP block -0.6, CSN inh 6 and Tb MetRS inh 1.0.
Screening CCCC(=O)Nc1ccc(-c2cn3cccnc3n2)cc1 returned STEP block -2, Scp1 inh 1, MsrA inh 2.0, SUMO1 PPI mod -15, NadD block -3, Rpn11 block inactive, DNMT1 inh 2, LMPTP block 4.5, CSN inh 1 and Tb MetRS inh -0.7.
C=CCNC(=O)c1ccccc1NC(=O)c1ccc(Cl)c(S(=O)(=O)Nc2cc(C)ccc2C)c1 was read as STEP block -4, Scp1 inh -4, MsrA inh 1.1, SUMO1 PPI mod 3, NadD block 3, Rpn11 block inactive, DNMT1 inh -9, LMPTP block 4.1, CSN inh -3 and Tb MetRS inh -0.2.
Screening Cc1cc(=O)oc(C)c1C(=O)NCCCN1C(C)CCCC1C (configuration not stated) returned STEP block -1, Scp1 inh -8, MsrA inh 2.4, SUMO1 PPI mod -5, NadD block -3, Rpn11 block inactive, DNMT1 inh -3, LMPTP block -3.6, CSN inh 5 and Tb MetRS inh -0.9.
Screening Cc1nnc(SCC(=O)NC(=O)NC(C)(C)C)n1N returned STEP block 2, Scp1 inh -3, MsrA inh 1.2, SUMO1 PPI mod 1, NadD block 5, Rpn11 block inactive, DNMT1 inh 0, LMPTP block -1.9, CSN inh 2 and Tb MetRS inh 0.0.
For C[C@H](NC(=O)c1ccccc1F)C(=O)N1CCC2(CC1)NCCc1[nH]cnc12 the results were STEP block 2, Scp1 inh -6, MsrA inh -1.4, SUMO1 PPI mod 33, NadD block -6, Rpn11 block inactive, DNMT1 inh 1, LMPTP block -3.6, CSN inh -1 and Tb MetRS inh 0.3.
For Cc1cccc(NC(=O)/C(C#N)=C/c2ccccc2O)n1 the results were STEP block 1, Scp1 inh -13, MsrA inh 0.8, SUMO1 PPI mod -24, NadD block -5, Rpn11 block inactive, DNMT1 inh -7, LMPTP block -0.6, CSN inh 3 and Tb MetRS inh -0.2.
COc1ccc(/C=C2\N=C3CCCCCN3C2=O)cc1OC was read as STEP block -1, Scp1 inh -3, MsrA inh 2.5, SUMO1 PPI mod -18, NadD block 3, Rpn11 block inactive, DNMT1 inh -7, LMPTP block -1.2, CSN inh 6 and Tb MetRS inh -1.0.
`CC(C)Cc1cc(C(C)(C)C)ccc1OC(=S)N(C)C` gave STEP block 0, Scp1 inh -8, MsrA inh -0.5, SUMO1 PPI mod -2, NadD block -4, Rpn11 block inactive, DNMT1 inh 4, LMPTP block 1.1, CSN inh -1 and Tb MetRS inh -0.3.
For Nc1ccc2nc(SCC(=O)N3CCOCC3)sc2c1 the results were STEP block -1, Scp1 inh -3, MsrA inh 0.1, SUMO1 PPI mod 3, NadD block 0, Rpn11 block inactive, DNMT1 inh -10, LMPTP block 0.6, CSN inh 7 and Tb MetRS inh -0.4.
Screening CCC(CO)Nc1ccn2nc(-c3cccc(Cl)c3)cc2n1 (configuration not stated) returned STEP block 1, MsrA inh -0.9, SUMO1 PPI mod 3, NadD block 4, Rpn11 block inactive, DNMT1 inh -8, LMPTP block 0.1, CSN inh 3 and Tb MetRS inh -0.4.

Screening results: PubChem, several laboratories
